Assay outcomes from PubChem BioAssay.
ARFGAP1 inhibitor: inhibits rat ARF GTPase activating protein 1; AID 651572; Q62848; Arfgap1-stimulated ARF1 GTP hydrolysis, GDP FP detection; inhibition, % at 16.5 µM; 360,000 compounds, 0.26% hits;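 active = inhibition above a per-plate limit, mean inhibition of low control wells plus 3 SD, cut at about 25% in these data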;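 also: 0% = DMSO wells with enzyme and 100% = wells lacking Arfgap1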
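Material: truncated rat Arfgap1 GAP domain; Incubation: compound-enzyme preincubation 20 min, reaction 120 min, detection 60 min, 25 °C; Read-out: percent inhibition of Arfgap1-stimulated GTP hydrolysis; Technique: FP, GDP Alexa 633 tracer displaced from anti-GDP antibody, 620/688 nm; Controls: No-Arfgap1 wells (100%) versus DMSO full-reaction wells (0%); Replication: single well per compound.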
ASAP1 inh: blocks human ASAP1-stimulated Arf1 GTP hydrolysis. Q9ULH1. GDP FP detection. inhibition, % at 16.5 µM. 360,000 compounds, 0.19% hits. AID 624377; in the data active = inhibition above about 25%;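 also: 0% = vehicle with enzyme and substrate and 100% = no enzyme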
ADAM10 inh: inhibitors of human ADAM10; O14672; recombinant ADAM10, EDANS/DABCYL FRET peptide cleavage, 3 h; inhibition, % at 7 µM; 370,000 compounds, 0.62% hits; AID 720582;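 active = inhibition above a per-campaign cutoff equal to the mean of compounds falling between control-based bounds plus 3 SD, cut at about 20% in these data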;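 also: 0% = DMSO wells while the 100% control is not disclosed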
ADAM17 inh: inhibits human ADAM17. inhibition, % at 6.95 µM. AID 720648. recombinant ADAM17, EDANS/DABCYL FRET peptide cleavage. 370,000 compounds, 0.83% hits;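 active = inhibition above the mean of compounds lying between control limits plus 3 SD, set per campaign, cut at about 8.5% in these data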;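 also: 0% = DMSO-only wells as the low control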
Target sequence (P78536 215-824 limits assumed): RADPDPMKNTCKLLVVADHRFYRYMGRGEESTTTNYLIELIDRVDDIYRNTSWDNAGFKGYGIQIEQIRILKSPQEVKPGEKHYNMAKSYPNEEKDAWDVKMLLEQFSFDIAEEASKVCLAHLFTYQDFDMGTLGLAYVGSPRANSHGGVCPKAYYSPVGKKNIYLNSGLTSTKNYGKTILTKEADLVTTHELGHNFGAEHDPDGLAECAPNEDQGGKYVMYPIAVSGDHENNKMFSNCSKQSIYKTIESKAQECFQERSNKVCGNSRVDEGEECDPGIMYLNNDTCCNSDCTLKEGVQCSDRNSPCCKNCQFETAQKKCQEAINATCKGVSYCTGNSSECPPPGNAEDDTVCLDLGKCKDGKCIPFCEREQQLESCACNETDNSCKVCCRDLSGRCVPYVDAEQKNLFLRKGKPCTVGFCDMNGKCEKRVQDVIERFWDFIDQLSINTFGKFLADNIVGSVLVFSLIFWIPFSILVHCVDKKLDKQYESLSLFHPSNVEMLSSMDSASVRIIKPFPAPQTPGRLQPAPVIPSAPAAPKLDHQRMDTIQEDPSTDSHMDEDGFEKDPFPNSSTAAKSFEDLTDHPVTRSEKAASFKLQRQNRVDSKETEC
PLC-gamma1 inh: PLC-gamma1 (human) inhibition, primary screen; purified PLC-gamma1, fluorogenic substrate, fluorescence; inhibition, % at 12.2 µM; P19174; AID 720700; 370,000 compounds, 0.84% hits; in the data active = inhibition above about 9.5%
Tn7 DDE FP: disrupts Tn7 cyclic peptide binding to fibrin D-Dimer-E complex; P02675; inhibition, % at 8.3 µM; AID 720508; 370,000 compounds, 0.13% hits; FP displacement of FITC-Tn7 peptide from fibrin DD(E); 0% = median of compound wells per plate;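 active = inhibition above the mean of compounds falling within the control limits plus 3 SD of them, cut at about 14% in these data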;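 also: 0% = plate median of compound wells and 100% = 10 µM Aha-Tn7 peptide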
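Also added: labelled Tn7 tracer, 0.1 µM; Assay system: human fibrin DD(E) protein; Amount: 2 µM fibrin DD(E); Schedule: 10 min compound pre-incubation, 3 h probe incubation at room temperature; Repeats: one replicate per compound; Read-out basis: percent inhibition; Measured by: fluorescence polarization of the labelled Tn7 tracer.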
TDP2 absorb: blocks human TDP2 phosphodiesterase activity; O95551; recombinant TDP2, T5PNP hydrolysis, p-nitrophenol absorbance 415 nm; inhibition, % at 12.8 µM; 370,000 compounds, 0.34% hits;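 active = inhibition above the mean of all tested compounds plus 3 SD, set per campaign, cut at about 25% in these data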;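 also: 0% = DMSO with enzyme and 100% = buffer with substrate but no TDP2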
Target sequence (O95551 whole entry, looked up): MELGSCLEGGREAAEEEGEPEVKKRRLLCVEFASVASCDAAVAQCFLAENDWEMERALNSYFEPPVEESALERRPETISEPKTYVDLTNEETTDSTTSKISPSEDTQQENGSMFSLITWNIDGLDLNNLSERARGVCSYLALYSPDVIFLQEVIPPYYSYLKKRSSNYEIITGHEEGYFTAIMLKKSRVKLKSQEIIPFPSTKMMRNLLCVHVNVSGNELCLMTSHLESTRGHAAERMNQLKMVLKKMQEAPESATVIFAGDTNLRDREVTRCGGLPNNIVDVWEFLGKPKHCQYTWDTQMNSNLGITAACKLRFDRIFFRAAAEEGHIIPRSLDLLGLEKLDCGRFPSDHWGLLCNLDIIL
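System: recombinant human TDP2 / Amount: 120 nM TDP2 per well / Also added: 5 mM T5PNP chromogenic substrate / Doses: 12.8 µM single point, 1% DMSO / Incubation: 2 h at 37 °C / Detection: p-Nitrophenol epi absorbance / Evaluation: % inhibition relative to enzyme-containing and enzyme-free wells / Repeats: singlicate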
KLK7 zymogen act: activates the human kallikrein-7 zymogen; P49862; purified proKLK7, EDANS-DABCYL substrate fluorescence; 100% is mature enzyme control, 0% vehicle; activation, % at 7 µM; 370,000 compounds, 0.9% hits; AID 652039;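 active = activation above the mean of all tested compounds plus 3 SD, computed per campaign excluding outliers beyond control limits, cut at about 13% in these data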
LEDGF integ inh: blocks HIV-1 LEDGF/p75-dependent DNA integration; 370,000 compounds, 0.64% hits; TR-FRET IN-LEDGF/p75 DNA integration, Eu/Cy5; AID 743269; inhibition, % at 3.7 µM;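 active = inhibition above the screen-wide mean plus 3 SD, cut at about 13% in these data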;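 also: signal is the Cy5 over europium emission ratio at 671 and 618 nm; 0% = plate median of compound wells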
Tn6 DDE FP: inhibitors of Tn6 peptide binding to human fibrin DD(E); P02675; Fibrin DD(E) TRITC-Tn6 fluorescence polarization displacement; 370,000 compounds, 0.21% hits; inhibition, % at 8.3 µM;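 active = inhibition above a per-campaign cutoff: mean of compounds within control limits plus 3 SD, cut at about 15% in these data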;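 also: 0% = median of all compound wells on the plate and 100% = blocking peptide control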
Numbers without * were called inactive; i = inactive. An unsorted share of the library; any-hit rate near 4.2%.

SMILES	ARFGAP1 inhibitor	ASAP1 inh	ADAM10 inh	ADAM17 inh	PLC-gamma1 inh	Tn7 DDE FP	TDP2 absorb	KLK7 zymogen act	LEDGF integ inh	Tn6 DDE FP
CCCCN1C(=O)C(CC(=O)NCCc2ccccn2)CC(C(=O)N(C)C)=C1C (configuration not stated)	14	-6	-1	5	1	-2	-4	-0.4	-2	-10
Cc1ccn2c(Cc3ccccc3)c(-c3ccc(Br)cc3)nc2c1	11	2	-29	-6	-8	-2	-8	-0.1	2	-7
O=C(COc1cccnc1[N+](=O)[O-])NCCc1ccc(Cl)cc1Cl	4	-7	-5	-4	1	7	8	0.2	-2	2
O=C(CN(C(=O)Cn1nnc(-c2ccccc2F)n1)c1cnc2ccccc2c1)NCC1CCCO1 (configuration not stated)	-5	-10	-39	-20	-31	-2	-11	3.1	-1	3
NS(=O)(=O)c1ccc(NC(=O)COC(=O)c2cn(-c3ccccc3)nc2-c2ccc(F)cc2)cc1	3	7	3	-2	1	6	0	-0.1	-3	-6
COc1cc(C#Cc2c(-c3ccccc3OC)oc3ccccc23)cc(OC)c1	17	14	-261	-52	-121	-3	-9	-25	-3	-7
Clc1ccc(SCc2cc(-c3ccccc3)on2)cc1	11	8	9	-2	7	3	-7	0.4	3	0
Cc1nn(-c2ccccc2)c(Cl)c1/C=N/NC(=O)c1ccc(CNc2ccccc2)o1	7	11	4	2	-1	4	12	0.1	2	5
Cc1ccc(CS(=O)(=O)CCC(=O)NCc2cccs2)cc1	-6	-5	0	2	0	1	-8	0.2	0	0
O=C(c1ccc([N+](=O)[O-])o1)N(Cc1nnc(-c2ccccc2Cl)o1)C1CC1	11	-11	-4	-2	-5	0	10	0.2	2	5
O=C(Cc1ccccc1)Nc1ccccc1CO	-7	6	2	-2	0	10	1	0.4	-3	2
CN/C(=C/[N+](=O)[O-])NCCSCc1ccc(CN(C)C)o1	-5	7	-14	-8	-5	-6	-3	0.6	-3	-2
COc1cccc(C(=O)Nc2cccc(-c3ccc(N4CCOCC4)nn3)c2)c1	10	11	-2	1	1	-6	2	-0.2	3	3
COc1ccccc1C(=O)C1CCCN(Cc2cccc(OCCO)c2)C1 (configuration not stated)	0	-8	-2	-4	-1	-4	9	0.8	-3	5
CC(=O)c1ccc(N2CCN(C3CCC(C(C)(C)C)CC3)CC2)cc1 (configuration not stated)	4	1	-8	-1	-11	5	-3	0.2	-2	6
COc1ccc(S(=O)(=O)C(C#N)c2nc3ccccc3nc2N2CCCCC2)cc1 (configuration not stated)	7	8	-67	-27	-74	-10	6	0.2	3	-8
N=c1oc2ccccc2cc1-c1nc(-c2ccc(Cl)cc2)cs1	1	-6	-10	-4	-15	-2	-7	-1.8	0	0
CCOC(=O)N1CCN(S(=O)(=O)c2cc(Br)cc3c2N(C(=O)CC)CC3)CC1	7	0	-16	-1	-1	2	4	-0.2	-1	3
O=S(=O)(c1ccc2c(c1)OCCO2)N1CCC(O)(c2ccc(Cl)cc2)CC1	16	3	8	1	0	0	12	0.2	1	1
CCCN(CC(=O)Nc1ccccc1OC)C(=O)C1CCCC1	-4	0	-5	-1	2	8	3	0.5	-3	-1
CCCn1c(=O)c(C(=O)NCc2ccc(OC)c(OC)c2)c(O)c2ccccc21	21	1	-7	2	5	-1	-6	0.1	-13	-7
CN1CCNC(=O)C1CC(=O)NCCc1ccccc1F (configuration not stated)	-2	-9	-8	-2	-4	1	8	-0.1	-2	1
CN(C1CCCCC1)S(=O)(=O)c1ccc2c(c1)c(=O)c(C(=O)N1CCc3ccccc3C1)cn2C	7	-4	0	2	5	-6	-9	-0.5	5	6
O=[N+]([O-])c1ccc(N2CCN(c3ccc(O)cc3)CC2)cn1	10	-2	6	1	2	-1	-7	0.2	0	3
CSc1nc(NCc2ccccc2)c2c3c(sc2n1)CN(C)CC3	-1	-1	i	-467	-120	-4	-20	-0.7	4	-4
COc1ccccc1Oc1ncnc2c1cnn2-c1ccccc1	5	4	8	-2	-2	1	-6	0.5	1	5
Cc1ccc(S(=O)(=O)N2C[C@H]3N(C(=O)OC(C)C)N(C(=O)OC(C)C)C[C@H](OC(=O)NCc4ccccc4F)[C@@]3(O)C2)cc1	7	0	-5	1	2	0	-5	0.7	-3	0
O=C(NC(Cc1ccccc1)C(=O)O)/C(=C\c1cccc([N+](=O)[O-])c1)NC(=O)c1ccco1 (configuration not stated)	5	-1	-4	-1	-6	0	-4	-0.7	4	-13
Cc1ccc(S(=O)(=O)c2nc(-c3ccco3)oc2SCC(N)=O)cc1	12	7	-16	0	-10	-3	18	-0.5	2	-5
CN(C(=O)c1ccc(NC(=O)Cc2ccc(NC(=O)C3CCCN(C(=O)c4ccccc4)C3)cc2)cc1)C1CC1 (configuration not stated)	2	-1	-5	-4	-1	3	5	0.5	0	1
COc1ccc(-c2nc(CS(=O)CC(=O)NC3CCCC3)c(C)o2)cc1OC (configuration not stated)	6	2	-5	-5	-1	4	-3	0.8	2	-3
CCCCc1nc2sc3c(=O)[nH]c(=S)[nH]c3c2c2c1CCC2	2	-6	-9	-4	0	-5	2	-0.4	-5	2
Cc1cc(C)cc(-n2c(C)cc(C=C(C#N)C#N)c2C)c1	3	3	-5	-5	-3	-3	9	-14	-3	-11
CCC(=O)NCCn1ccc2ccccc21	15	-2	-13	-3	-4	0	0	0.6	1	-8
Cc1ccc(S(=O)(=O)N(C)CCCC(=O)N2CCCCC2)cc1	7	14	-13	-8	4	3	-8	-0.1	4	-4
CCn1c2ccccc2c2cc(NC(=O)CSc3nccc(=O)[nH]3)ccc21	10	-1	-59	-24	-23	0	9	-3.9	-1	6
CCn1c(SCC(=O)Nc2nccs2)nnc1-c1ccc(S(=O)(=O)N2CCCCC2)cc1	1	4	-4	-4	4	-1	2	0.0	2	-5
Cc1cc(C)n(CC(O)Cn2cnc3c2c(=O)n(C)c(=O)n3C)n1 (configuration not stated)	-7	-3	-5	-5	0	2	8	-0.1	-1	-2
CC/C(=N\NC(=S)NC(C)C)c1ccc(OC)c(OC)c1	-6	12	-5	-3	5	1	-6	-0.4	-3	2
Cc1ccccc1NC(=O)CN1CCC(C(=O)c2ccc3c(c2)OCCO3)CC1	-6	5	-5	-4	-2	1	8	0.3	-4	1
CSc1ccc(NC(=O)C(C)N2CCN(C)CC2)cc1 (configuration not stated)	6	5	-4	-4	1	-4	2	0.1	4	-1
CCOc1ccc(/C=C/C(=O)Oc2ccc(OC)cc2)cc1	0	-2	2	-4	-1	2	3	6.6	0	3
O=C(CN1CCN(S(=O)(=O)c2ccc(F)c(Cl)c2)CC1)N1CCc2ccccc21	4	-11	-14	-2	2	-1	1	0.4	-3	2
O=C(NCc1cccc(OC(F)(F)F)c1)C1CCC(=O)N(Cc2cccc(F)c2)C1 (configuration not stated)	1	8	3	1	3	-2	-9	-0.2	2	3
C=CCNc1nc(C(=O)OCC(=O)c2ccc(Cl)cc2)cs1	-7	1	-8	-1	0	-1	25*	0.1	4	-6
C=CCn1cnc2c(c1=O)c1nc3ccccc3nc1n2/N=C/c1cccc(OC)c1OC	2	4	0	1	2	-5	-5	-0.1	-1	-5
COc1cccc(COC(=O)CSCC(=O)Nc2ccc(C)cc2)c1OC	0	9	-10	-2	3	-5	-5	0.1	-1	3
O=C(NCc1ccccc1)c1ccc(Br)cc1Br	7	-9	7	8	3	5	-15	0.2	3	-2
O=C(CCC(=O)OCC(=O)c1ccccc1)NC1CCCCC1	-5	1	5	-3	0	4	2	-0.2	-1	-2
CCOC(=O)N1CCC(N2Cc3cccc(C(=O)Nc4ccc(N(CC)CC)cc4C)c3C2=O)CC1	-4	-10	-4	-5	0	-4	-7	-0.1	-1	7
CCC(NC(=O)NNC(=O)c1ccncc1)(C(F)(F)F)C(F)(F)F	-3	8	0	-3	0	-7	8	-0.6	-2	-2
CCC(C(=O)NC(CC(=O)O)c1ccc(Cl)cc1)c1ccccc1 (configuration not stated)	-1	1	2	2	6	-3	4	-0.2	6	1
COc1ccc(-c2c(C3=CCCCC3)oc3ccc(-c4ccc5c(c4)OCO5)cc23)cn1	-8	-4	0	0	0	1	7	-0.1	-2	-1
CCC(=O)N1CCc2cc(S(=O)(=O)NC(C(=O)N3CCc4ccccc4C3)C(C)C)ccc21 (configuration not stated)	0	3	-3	-6	-1	-2	-1	0.6	-1	8
COc1cccc(CNCc2cccc(OC)c2O)c1O	17	12	-10	0	-18	-3	0	-0.3	-4	3
C/C(=C(\C#N)C(=O)NCCN1CCOCC1)N(C)C	6	10	0	-4	2	2	3	-0.5	0	5
Cc1cc(Nc2ccc(Br)cc2)nc(-c2ccccc2O)n1	14	2	5	0	-35	3	-18	6.3	8	6
O=C(CCN1C(=O)C2C3C=CC(C3)C2C1=O)NCCN1CCCc2ccccc21 (configuration not stated)	5	-9	-45	-17	-25	6	0	0.7	-4	-1
OCCC1CN(CC2CCCCC2)CCN1CC1CCCCC1 (configuration not stated)	6	-4	7	1	5	-1	-13	-0.4	7	-3
Cc1ccccc1-c1ccc2c(c1)O[C@H](CN(C)C(=O)C1CC1)[C@@H](C)CN([C@@H](C)CO)S2(=O)=O	14	7	-14	0	-1	-1	-8	0.3	1	-2
CCN1CCN(c2ncnc3c2c(-c2ccccc2)cn3-c2ccc(F)cc2)CC1	-8	6	8	0	3	-2	-16	0.3	0	-3

4 entries from above, with values under each structure.
Order of values: ARFGAP1 inhibitor, ASAP1 inh, ADAM10 inh, ADAM17 inh, PLC-gamma1 inh, Tn7 DDE FP, TDP2 absorb, KLK7 zymogen act, LEDGF integ inh, Tn6 DDE FP
- Cc1ccc(S(=O)(=O)N(C)CCCC(=O)N2CCCCC2)cc1
 : 7, 14, -13, -8, 4, 3, -8, -0.1, 4, -4
- CCn1c2ccccc2c2cc(NC(=O)CSc3nccc(=O)[nH]3)ccc21
 : 10, -1, -59, -24, -23, 0, 9, -3.9, -1, 6
- CCn1c(SCC(=O)Nc2nccs2)nnc1-c1ccc(S(=O)(=O)N2CCCCC2)cc1
 : 1, 4, -4, -4, 4, -1, 2, 0.0, 2, -5
- Cc1cc(C)n(CC(O)Cn2cnc3c2c(=O)n(C)c(=O)n3C)n1 (configuration not stated)
 : -7, -3, -5, -5, 0, 2, 8, -0.1, -1, -2
